# STAT3 act: activators of IL-6 induced STAT3 signaling. activation (% of control), % at 5.6 µM. actives 0.91% (n = 190,000). U3A cells, IL-6 STAT3-luciferase reporter, luminescence; 100% = signal with IL-6 EC80 alone. AID 871;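 active = activation above the screen-wide mean of compound activation plus 3 SD, cut at about 130% in these data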;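 note: 0% = background luminescence of wells with medium and substrate only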
#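 System – human U3A cells carrying STAT3-luciferase construct · Probe or stimulus – Interleukin-6, 33 ng/mL · Schedule – compound 1 h, then IL-6 6 h at 37 °C · Signal – luminescence from STAT3-driven luciferase reporter · Evaluation – percent of IL-6-only median luminescence · Benchmarks – IL-6-only high control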
# TLR4-MyD88 BLA: inhibitors of human TLR4-MyD88 binding. HeLa CL3-4 TLR4/MyD88 BLA complementation, FRET ratio. O00206+Q99836. actives 0.18% (n = 200,000). AID 861. inhibition, % at 8.4 µM; in the data active = inhibition above about 25%;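 note: 0% = vehicle and 100% = reference inhibitor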
# Target sequence (O00206 whole entry, looked up): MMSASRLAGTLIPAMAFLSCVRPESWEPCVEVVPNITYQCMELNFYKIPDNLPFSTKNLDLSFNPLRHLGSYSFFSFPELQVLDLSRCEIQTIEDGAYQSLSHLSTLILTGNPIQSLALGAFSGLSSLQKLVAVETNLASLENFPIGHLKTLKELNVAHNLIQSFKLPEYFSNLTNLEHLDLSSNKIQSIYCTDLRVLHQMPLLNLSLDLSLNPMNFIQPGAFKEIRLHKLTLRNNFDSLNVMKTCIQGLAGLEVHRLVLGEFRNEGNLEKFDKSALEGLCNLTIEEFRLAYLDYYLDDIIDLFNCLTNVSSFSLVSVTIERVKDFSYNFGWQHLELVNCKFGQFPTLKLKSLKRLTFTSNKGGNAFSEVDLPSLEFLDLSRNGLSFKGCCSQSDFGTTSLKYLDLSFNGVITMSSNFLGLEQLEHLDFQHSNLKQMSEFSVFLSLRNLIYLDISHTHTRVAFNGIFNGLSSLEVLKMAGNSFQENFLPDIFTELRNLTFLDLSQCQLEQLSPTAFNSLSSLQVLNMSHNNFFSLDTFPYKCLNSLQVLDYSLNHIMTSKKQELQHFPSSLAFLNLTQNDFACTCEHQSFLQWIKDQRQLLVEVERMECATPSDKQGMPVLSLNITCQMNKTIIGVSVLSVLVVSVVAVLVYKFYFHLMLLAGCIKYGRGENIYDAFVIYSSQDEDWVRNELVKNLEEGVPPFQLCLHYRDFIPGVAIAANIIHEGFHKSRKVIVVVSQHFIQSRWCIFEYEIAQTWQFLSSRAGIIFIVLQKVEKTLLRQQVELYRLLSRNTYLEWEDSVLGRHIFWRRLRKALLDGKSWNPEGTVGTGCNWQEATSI
# Target sequence (Q99836 whole entry, looked up): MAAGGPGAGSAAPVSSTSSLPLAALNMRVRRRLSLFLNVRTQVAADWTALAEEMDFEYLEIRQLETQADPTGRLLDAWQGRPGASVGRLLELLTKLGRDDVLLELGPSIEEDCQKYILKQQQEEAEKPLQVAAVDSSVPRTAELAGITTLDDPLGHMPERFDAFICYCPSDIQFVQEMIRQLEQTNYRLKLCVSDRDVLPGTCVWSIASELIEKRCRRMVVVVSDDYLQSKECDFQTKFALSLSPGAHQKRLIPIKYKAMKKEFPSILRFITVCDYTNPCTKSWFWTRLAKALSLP
# STAT3 blocker: STAT3 signaling inhibition; U3A cells, IL-6 STAT3-luciferase reporter, luminescence; host cell line lacks STAT1; inhibition, % at 5.5 µM; actives 0.89% (n = 190,000);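 active = inhibition above the mean inhibition across all screened compounds plus 3 SD, cut at about 44% in these data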;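 note: 0% = DMSO only wells and 100% = 100 µM nifuroxazide control wells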
# G6PDH CS: inhibits Leuconostoc G6PDH, flagging false hits in G6PDH-based assays. inhibition, % at 5 µM. Purified L. mesenteroides G6PDH, diaphorase/resazurin coupled fluorescence, 45 min. actives 0.12% (n = 200,000); in the data active = inhibition above about 50%
# Diaph inh CS: diaphorase inhibition or chemical oxidation counter-screen; actives 0.69% (n = 190,000); diaphorase resazurin-to-resorufin fluorescence, NADH, 16 min; bacterial (C. kluyveri) enzyme, not human; inhibition, % at 20 µM;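 active = primary screen inhibition at 20 µM above a set limit, cut at about 50% in these data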;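 note: plate controls were DMSO with full reaction for no effect and wells lacking NADH for full effect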
#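 Test system: bacterial diaphorase enzyme (C. kluyveri); Quantity: 0.14 U/mL diaphorase, enzyme working solution; Times: reaction incubation of 16 min at room temperature; Measured by: fluorescence of resorufin formed from resazurin, Ex 544/Em 590 nm; Benchmarks: positive control minus NADH, DMSO neutral control.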
# Hsp70 activator: Hsp70 transcriptional activation, primary screen | activation, % at 10 µM | HeLa Hsp70 promoter luciferase reporter, luminescence; scaled: vehicle 0, proteasome-inhibitor control 100% | actives 0.04% (n = 200,000);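 active = activation above the mean across all tested compounds plus 3 SD, cutoff set per campaign, cut at about 5.5% in these data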;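 note: 100% = MG132 at 30 µM as the positive control and 0% = DMSO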
# Diaphorase act: counter-screen for diaphorase-based assays: diaphorase activators and chemical reducers; Diaphorase/resazurin coupled assay, resorufin fluorescence, 16 min; hits give high values; 1 = vehicle wells, 0 = NADH-free wells; activation factor at 20 µM; actives 0.005% (n = 190,000);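 active = diaphorase activity raised at least twofold by the compound at 20 µM; inactive = activation factor below 2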
#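 Material: Purified diaphorase enzyme from Clostridium kluyveri | Buffer or medium: 50 mM HEPES pH 7.4 with 4.542 mM MgCl2, 0.005% Tween 20 | Times: 16 min enzyme reaction, ambient temperature | Signal: Red resorufin fluorescence at 544/590 nm excitation/emission | Measure: Increased resorufin signal from activators or reducing compounds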
# APP 5UTR inh: APP translation inhibition | SH-SY5Y APP 5'UTR-luciferase reporter, luminescence | inhibition, % at 2 µM | actives 0.82% (n = 190,000);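 active = inhibition above a set limit, derived from the sample mean plus 3 SD, cut at about 45% in these data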; note: values of inactives mirror those of a sister screen read the other way
# STAT1 blocker: inhibitors of IFN-gamma induced STAT1 signaling; NIH 3T3 STAT1-luciferase reporter, luminescence; AID 920; inhibition, % at 5.5 µM; actives 0.35% (n = 200,000);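 active = inhibition above a set limit, the mean inhibition across all tested compounds plus 3 SD, cut at about 34% in these data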;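 note: 0% = IFN-gamma with DMSO and 100% = IFN-gamma with 300 µM nifuroxazide; values of inactives mirror those of a sister screen read the other way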
# STAT1 activator: increases IFN-gamma driven STAT1 reporter signal; NIH 3T3 STAT1-luciferase reporter, luminescence; 100% = IFN-gamma alone, no compound; activation (% of control), % at 5.5 µM; actives 2.6% (n = 200,000);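 active = activation above the screen-wide mean activation plus 3 SD, cut at about 130% in these data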;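 note: raw ratio to IFN-gamma control signal so 100% means no change and 0% no light; values of inactives mirror those of a sister screen read the other way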
# Numbers without * were called inactive. No enrichment for hits. Share with any hit: about 6.1%.
SMILES,STAT3 act,TLR4-MyD88 BLA,STAT3 blocker,G6PDH CS,Diaph inh CS,Hsp70 activator,Diaphorase act,APP 5UTR inh,STAT1 blocker,STAT1 activator
COc1ccc(/C(N)=N/OC(=O)Cc2ccccc2[N+](=O)[O-])cc1,86,-4,16,-2,10,-0.2,0.9,-6,-1,101
Cc1ccc(N(CC(=O)O)S(C)(=O)=O)cc1Cl,100,3,4,12,-3,0.5,1,-12,1,99
CCC(NS(=O)(=O)c1cn(C)nc1C)c1ccccc1 (centres undefined),95,-22,14,15,19,-0.5,0.8,-10,9,92
CCCCCCCC(=O)NNC(=O)CCC(=O)O,101,3,3,7,5,-0.1,0.9,-6,-1,100
COc1ccccc1NS(=O)(=O)c1cccc(C(=O)NCc2ccco2)c1,87,-11,22,2,14,-0.1,0.9,-2,-3,101
Cn1c(NCC(O)c2ccccc2)nc2c1c(=O)n(Cc1ccc(Cl)cc1)c(=O)n2C (centres undefined),103,-10,0,-15,15,-0.5,0.8,0,-6,106
CCOC(=O)C1CN(S(C)(=O)=O)c2cc(CC(=O)OC)ccc2O1 (centres undefined),99,-2,9,0,-11,-0.3,1.1,3,-9,107
O=C(/C=C/c1ccccc1Cl)NCc1cccs1,108,3,-12,-3,0,0.1,1,-31,-35,131*
CSc1n[nH]c2nc3c(c(=O)n12)C1(CCCC1)Cc1ccccc1-3,110,-4,-9,-3,8,-0.3,0.9,-5,-1,100
COC(=O)CN1C(c2cccc(Cl)c2)=Nc2ccc(Cl)cc2C1c1ccccc1 (centres undefined),95,6,10,-10,30,-0.5,0.7,-10,0,100
COc1ccc(CC(=O)NNC(=S)Nc2ccc(Br)cc2)cc1,96,-10,7,1,16,0.0,0.8,-1,0,100
O=C(Nc1ccc(F)cc1)C1C(c2ccccc2)C1(Cl)Cl (centres undefined),97,7,8,13,31,-0.1,0.7,-2,-1,100
O=C(CSc1nnc2ccc(-c3ccccc3)nn12)NCC1CCCO1 (centres undefined),100,18,5,1,9,0.1,0.9,-6,-4,101
CCC(=O)N1N=C(c2ccc(C)o2)CC1c1ccc(OC)cc1 (centres undefined),102,-7,4,12,13,-0.1,0.9,-2,-7,107
C=CCOn1c(=O)c(-c2ccccc2)[n+]([O-])c2ccccc21,108,9,-9,10,12,0.5,0.9,-15,1,98
CNC(=S)N/N=C/c1cc(Br)cc(Br)c1O,93,1,10,12,26,-0.2,0.7,3,6,95
CCOC(=O)C1=C2SCCN2C(=O)C(C#N)C1(C)C (centres undefined),95,-10,9,8,-7,-0.1,1.1,4,1,99
Cc1cc(C)nc(Sc2nc(Cl)nc(N(c3ccccc3)c3ccccc3)n2)n1,97,5,4,2,23,-0.3,0.8,-22,9,92
CCC(=O)Nc1ccc(Br)c(Cl)c1,88,9,17,5,13,-0.4,0.9,6,4,96
Cc1ccccc1CSc1nnc(-c2cccs2)n1Cc1ccco1,104,3,0,5,8,-0.1,0.9,-3,-3,103
CCOCC(=O)N1CCC(Cc2ccccc2)CC1,87,17,20,6,7,0.5,0.9,0,-2,99
CCc1nnc(NC(=O)CSc2nnc(-c3cc4ccccc4cc3O)n2CC)s1,97,1,8,2,27,0.0,0.7,-14,4,98
Clc1ccc(N/N=C/c2cccnc2)cc1,96,-9,10,-12,7,-0.4,0.9,-41,-13,111
COc1cc(OC)cc(C(=O)NCc2ccc3[nH]c(C)cc3c2)c1,103,15,-2,4,14,-0.1,0.9,-16,4,95
C=CCn1c(=O)/c(=C\c2ccccn2)s/c1=C(/C#N)C(=O)NCC1CCCO1 (centres undefined),83,-2,24,-2,5,-0.3,0.9,-20,1,99
CCn1c(C(=O)N2CCc3ccccc3C2)cc2sccc21,98,10,7,3,11,-0.3,0.9,0,-5,104
CCCNC(=O)NC(=O)COC(=O)CC(NC(N)=O)c1ccc(Cl)cc1 (centres undefined),106,-7,-7,12,0,-0.4,1,-10,-9,108
COC(=O)C1=C(C)NC2=C(C(=O)CCC2)C1c1cccs1 (centres undefined),94,0,12,1,6,-0.1,0.9,-2,-1,101
O=C(Nc1cnn(Cc2ccccc2)c1)c1nc2ncccn2n1,104,-7,0,-2,-11,-0.4,1.1,-2,-15,113
CCOc1ccccc1NC(=O)CCCN1C(=S)NC(C)(C)CC1C (centres undefined),108,5,-12,-11,0,-0.1,1,-12,2,98
COc1ccc2cc(C#N)c(SCC(=O)NNC(=O)Cc3ccccc3)nc2c1,103,-4,4,0,1,0.1,1,1,3,98
CC1(C)Nc2ccccc2C(=O)N1NS(=O)(=O)c1ccccc1,99,15,2,-8,5,-0.3,1,14,-1,101
CCOC(=O)c1sc(NC(=O)CSc2nnnn2-c2ccc(C)cc2C)nc1C,104,-11,-2,6,-14,-0.1,1.1,8,4,97
COc1cccc(/C=C(/C(=O)OCC(=O)NC2CCCCCCC2)c2ccccc2)c1,109,-2,-15,5,9,-0.6,0.9,3,-7,107
O=C(CSc1n[nH]c(-c2cccs2)n1)N1CCN(S(=O)(=O)c2ccccc2)CC1,102,4,2,1,16,0.1,0.8,9,-5,105
CN(C)CCCNC(=O)/C=C/c1ccc(OCc2c(F)cccc2Cl)cc1,95,-1,8,-1,-3,0.8,1,-2,-8,106
COCCNC(=O)c1onc(CSc2cccc(C)c2)c1C(=O)O,101,9,1,-1,14,0.4,0.9,-26,-1,101
COc1ccc(CC(=O)NNC(=O)c2ccc(NC(C)=O)cc2)cc1,105,0,-1,7,14,-0.4,0.9,-2,-1,99
CCOC(=O)Cn1c(-c2ccc(Cl)nc2)nc2ccccc21,101,-7,6,0,8,-0.1,0.9,0,4,97
COC(=O)C1=C(C)NC(=O)NC1c1cc(Cl)ccc1OC (centres undefined),102,8,2,-15,10,-0.3,0.9,6,-1,101

# Next part (2 carried over from the part before).
SMILES,STAT3 act,TLR4-MyD88 BLA,STAT3 blocker,G6PDH CS,Diaph inh CS,Hsp70 activator,Diaphorase act,APP 5UTR inh,STAT1 blocker,STAT1 activator
CCOC(=O)Cn1c(-c2ccc(Cl)nc2)nc2ccccc21,101,-7,6,0,8,-0.1,0.9,0,4,97
COC(=O)C1=C(C)NC(=O)NC1c1cc(Cl)ccc1OC (centres undefined),102,8,2,-15,10,-0.3,0.9,6,-1,101
Cc1ccc(Cn2cccc2/C=N/NC(=S)Nc2ccc(C)cc2)cc1,96,1,11,-2,17,0.3,0.8,-23,9,91
O=C(Nc1ccc(F)cc1)c1sccc1SCc1cccc(C(F)(F)F)c1,122,6,-20,-6,22,-0.4,0.8,-7,-8,108
COCCn1c(-c2ccccc2Cl)nc2c(c(=O)c3ccccc3n2C)c1=O,94,-1,5,-13,9,-0.4,0.9,-6,5,97
Cc1cccc(CC2CC(=O)N(c3ncccn3)C2=O)c1 (centres undefined),98,-5,5,-10,4,0.0,1,-5,-4,105
CCOC(=O)C(C(=O)OCC)C(C)(C)/C(C)=N\Nc1ccc([N+](=O)[O-])cc1[N+](=O)[O-],99,2,5,-15,26,-0.2,0.7,5,9,92
c1cnc2ccc(C(c3nnnn3C3CCCC3)N3CCN(c4nc5ccccc5s4)CC3)cc2c1 (centres undefined),102,-15,1,0,17,-0.5,0.8,-15,-8,107
Cc1cc(NS(=O)(=O)c2ccc(Nc3nc(-c4ccc(O)cc4)cs3)cc2)no1,98,-21,0,4,12,0.0,0.9,7,-4,103
COc1ccc(NC(=O)CN2C(=O)C(C)SC(C)C2=O)cc1 (centres undefined),106,1,-1,4,6,0.0,0.9,-13,1,99
O=C(C1=C(O)C(=O)N(c2ncccn2)C1c1cccc(Cl)c1)c1ccco1 (centres undefined),103,-2,-3,0,14,-0.1,0.9,16,-2,100
Cc1cc(-c2ccccc2)cc(-c2ccccc2)[n+]1C,98,7,4,2,3,-0.3,1,-4,19,80
O=C(COC(=O)c1ccccc1Br)NCCC1=CCCCC1,105,-7,-4,4,8,0.0,0.9,-7,-14,110
COc1ccc(-c2cc(=O)[nH][nH]2)cc1,108,-7,-3,6,18,-0.2,0.8,6,-5,105
Cc1cc(=O)[nH]c2cc(O)ccc12,98,4,6,4,18,-0.3,0.8,4,-2,102
Cc1cc(C2(c3cc(C)c(NC(=O)CN4CCOCC4)c(C)c3)CCCCC2)cc(C)c1NC(=O)CN1CCOCC1,104,7,1,-2,9,0.2,0.9,0,2,98
CC(C)CC(=O)NC(Nc1ccc([N+](=O)[O-])cc1)C(Cl)(Cl)Cl (centres undefined),86,11,16,5,22,-0.2,0.8,17,11,90
O=C(c1ccc(OC2CCN(Cc3ccccn3)CC2)cc1)N1CCCCO1,98,-3,6,18,23,0.0,0.8,3,-11,108
O=C1c2ccccc2C(=O)N1CCSc1ncn[nH]1,87,-16,17,5,-6,-0.4,1.1,-17,2,98
O=C(Nc1ccon1)c1cccc(S(=O)(=O)N2CCCCCC2)c1,110,-5,-5,3,12,-0.2,0.9,15,7,93
O=C(Cn1ccc2ccccc2c1=O)NCCC(=O)N1CCN(c2cccc(C(F)(F)F)c2)CC1,100,13,10,0,12,-0.1,0.9,3,-3,103
CC(C)CN(CC(C)C)C(=O)CC(=O)NC(=O)c1ccc(Cl)cc1,103,8,-1,5,0,-0.3,1,-10,-4,103
CCc1nc(SCC(=O)NCc2ccccc2)c2c(=O)n(C)c(=O)n(C)c2n1,97,-5,12,-24,11,-0.2,0.9,6,6,95
Cc1c(Cc2ccccc2)c(=O)oc2cc(OCC(N)=O)ccc12,101,7,8,5,0,-0.2,1,-2,3,97
O=C(Nc1ccccn1)c1ccc([N+](=O)[O-])o1,95,9,6,-8,14,-0.3,0.9,27,6,94
CCN(CC)S(=O)(=O)c1cccc(C(=O)Nc2cccc(C)c2)c1,102,11,-6,-2,20,0.0,0.8,-35,-10,109
Cc1ccc(-n2cnnn2)c2cccnc12,102,-15,0,-1,20,0.0,0.8,-8,-1,101
Cc1cccc(N/C=C(\[N+](=O)[O-])S(=O)(=O)c2ccccc2)c1C,101,-3,5,9,18,-0.3,0.8,2,-2,100
COc1ccccc1NS(=O)(=O)c1cccc(C(=O)OCC(=O)Nc2cc(C)on2)c1,102,4,2,2,15,-0.5,0.8,11,2,98

# Profiles as entered above. Order of screens: STAT3 act	TLR4-MyD88 BLA	STAT3 blocker	G6PDH CS	Diaph inh CS	Hsp70 activator	Diaphorase act	APP 5UTR inh	STAT1 blocker	STAT1 activator
# `COc1ccccc1NS(=O)(=O)c1cccc(C(=O)OCC(=O)Nc2cc(C)on2)c1` is entered as 102	4	2	2	15	-0.5	0.8	11	2	98
# `CCCNC(=O)NC(=O)COC(=O)CC(NC(N)=O)c1ccc(Cl)cc1` (centres undefined) is entered as 106	-7	-7	12	0	-0.4	1	-10	-9	108

# Screening results as filed in PubChem BioAssay.
